KCNH2 3.1 block – KCNH2 3.1 (human) potassium channel inhibition; U2OS KCNH2 3.1, thallium flux FluxOr; hits give low values; activity change, % (tested at about 1.8 µM); 340,000 tested, 0.95% active;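 active = maximum activity change below -70%; inconclusive = maximum activity change from -70% to -50%; inactive = maximum activity change above -50%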;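 note: thallium influx rate constant from kinetic fluorescence after stimulation buffer; % is set by controls: 0 for no effect and ±100 for the full control effect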
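Steps: virus added to U2OS suspension (4 h, RT, dark); medium with 10% FBS added, cells plated, 37 C overnight; FluxOr/Red40 loading buffer 45 min RT; stimulation buffer, 2 min kinetic read; rate constant normalized.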
Integrin act MD – activates integrin-mediated alleviation for muscular dystrophy; alpha7betagal myoblasts, beta-gal FDG fluorescence, 48 h; Potency, µM (series often up to 38.3 µM), for inactives: top-dose activation, usual class: activators; 350,000 tested, 0.064% active;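 note: potency is the fitted concentration of half-maximal effect; 100% = response of the positive control SU9516; nearly all actives have a fitted effect of over 60% in size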
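alpha7betagal+/- myoblasts (passage 13, 250/well) treated 48 h at 37C with compounds at 1:260 dilution of DMSO stock. Lysed, then beta-galactosidase activity read as FDG fluorescence (ex 480/em 540) after 30 min, with pre-read for autofluorescence.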
MBNL1-CUG inh – inhibitors of human MBNL1 binding to CUG repeat RNA; TR-FRET MBNL1-His/biotin-(CUG)12 binding, 665/545 ratio; Potency, µM (doses to about 57.5 µM), without a hit: at the top dose activity change, negative = inhibition, usual class: inhibitors; 280,000 tested, 0.036% active; active = well fitted inhibition curve with a large enough effect in the signal ratio, with a control signal flat, not every such curve was filed as active; inconclusive = small, poorly fitted or top-dose-only effect, or effect the other way, or a change in a side signal; inactive = no such curve, though single readings can be large or run the other way; the % refers to the signal ratio; note: potency is the fitted concentration of half-maximal effect; % is set by controls: 0 for no effect and ±100 for the full control effect
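Compound titration spanned 92 nM–58 uM against the MBNL1-His/biotin-(CUG)12 complex. After 60 min at room temperature with 5 nM streptavidin-XL665 and 0.055 ng/ul terbium anti-His, ratiometric 665/545 nm emission (Ex 340 nm) normalized to controls.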
AT treatment – potential ataxia-telangiectasia treatment | Potency, µM (titrated, usually from 57.5 µM), for the others: at the highest dose activation, most hits filed as activators | AID 485349 | 320,000 tested, 0.19% active | […] A-T fibroblasts, KAP-1 phosphorylation AlphaLISA; neocarzinostatin DNA damage 30 min before lysis; note: potency is the fitted concentration of half-maximal effect; % of control where 0% means no effect; nearly all actives have a fitted effect of over 45% in size
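ATM-like activity read as KAP-1 phosphorylation via AlphaLISA donor/acceptor antibody pairs after lysis and 6 hr at 25C. Cells were ATM-null patient fibroblasts ([…], hTERT), dosed 60 min, then exposed to the DSB inducer NCS for 30 min.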
GALK inhibitor – inhibitors of human galactokinase; P51570; Potency, µM (series often up to 57.5 µM), for the others: at the top dose activity change, negative = inhibition, usual class: inhibitors; 270,000 tested, 0.007% active; Purified GALK, Kinase-Glo residual ATP luminescence; AID 1868; note: potency is the fitted concentration of half-maximal effect; % is set by controls: 0 for no effect and ±100 for the full control effect
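Galactose (100 uM) and ATP (35 uM) were turned over by 5 nM GALK for 1 h at RT. Kinase-Glo Plus then converted the remaining ATP into a luminescent signal.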
KCNH2 WT inh – KCNH2 (human, wildtype) channel inhibition; AID 720551; activity change, % at 1.84 µM; Q12809; U2OS, BacMam KCNH2, thallium flux FluxOr; hits give low values; 340,000 tested, 0.37% active;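 active = maximum activity change below -70%; inconclusive = maximum activity change between -70% and -50%; inactive = maximum activity change above -50%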; note: % is set by controls: 0 for no effect and ±100 for the full control effect
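U2OS cells transduced with wild-type KCNH2 virus are loaded with FluxOr dye for 45 min, and thallium flux is measured in kinetic reads before and after stimulation buffer. Rate constants are normalized to DMSO controls.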
CXXC DNA block – blocks binding of human MLL CXXC domain to DNA; MLL-CXXC / FITC-HOXA9 DNA fluorescence polarization; Potency, µM (titrated, usually from 115 µM), inactives show at the highest dose activity change, negative = inhibition, most hits filed as inhibitors; 290,000 tested, 0.037% active; Q03164; active = well fitted inhibition curve with a large enough effect in the polarisation, with a control signal flat, not every such curve was filed as active; inconclusive = small, poorly fitted or top-dose-only effect, or effect the other way, or a change in a side signal; inactive = no such curve, though single readings can be large or run the other way; the % refers to the polarisation; note: potency is the fitted concentration of half-maximal effect
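Fluorescence polarization: 7 uM MLL-CXXC (stock) preincubated 5 min with compounds, then 50 nM fluorescein-HOX-A9 DNA (stock) added; 30 min ambient. Buffer 50 mM Tris-HCl pH 7.5, 50 mM NaCl, 1 mM DTT, 0.05% BSA.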
S-ASM inh – inhibitors of human secretory acid sphingomyelinase. P17405. placental ASM, HMU-PC fluorogenic substrate, 60 min. Potency, µM (highest dose often 57.5 µM), without a hit: at the highest dose activity change, negative = inhibition, actives largely listed as inhibitors. 340,000 tested, 0.006% active. AID 504937; note: potency is the fitted concentration of half-maximal effect
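Human placenta-derived ASM preincubated with compound 10 min at room temperature, then reacted with 9 uM (final) fluorogenic HMU-PC substrate for 60 min at 37 C. Stop solution raises pH to 10; fluorescence read at Ex 386/Em 447 nm.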
Coupling enz – coupling enzyme interference in Giardia aldolase counter-screen; coupling enzyme system counterscreen, AmpLite Red fluorescence; activity change, negative = inhibition, % at 58.2 µM, hits read low; 290,000 tested, 0.67% active; AID 2472; in the data active = activity change below about -30%; note: % is set by controls: 0 for no effect and ±100 for the full control effect
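Compounds tested against the coupling enzymes alone at 57.5 uM final; readout was AmpLite Red fluorescence (525/598 nm) after 20 min at RT.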
TRPV1 agonist – agonists of human vanilloid receptor 1 (TRPV1); TRPV1-expressing cells, Fluo-8 calcium influx, agonist mode; 320,000 tested, 0.19% active; activation, % at 8.33 µM; in the data active = activation above about 80%; inconclusive = between about 30% and that limit; note: 0% is about no effect
Target sequence (Q8NER1 whole entry, looked up): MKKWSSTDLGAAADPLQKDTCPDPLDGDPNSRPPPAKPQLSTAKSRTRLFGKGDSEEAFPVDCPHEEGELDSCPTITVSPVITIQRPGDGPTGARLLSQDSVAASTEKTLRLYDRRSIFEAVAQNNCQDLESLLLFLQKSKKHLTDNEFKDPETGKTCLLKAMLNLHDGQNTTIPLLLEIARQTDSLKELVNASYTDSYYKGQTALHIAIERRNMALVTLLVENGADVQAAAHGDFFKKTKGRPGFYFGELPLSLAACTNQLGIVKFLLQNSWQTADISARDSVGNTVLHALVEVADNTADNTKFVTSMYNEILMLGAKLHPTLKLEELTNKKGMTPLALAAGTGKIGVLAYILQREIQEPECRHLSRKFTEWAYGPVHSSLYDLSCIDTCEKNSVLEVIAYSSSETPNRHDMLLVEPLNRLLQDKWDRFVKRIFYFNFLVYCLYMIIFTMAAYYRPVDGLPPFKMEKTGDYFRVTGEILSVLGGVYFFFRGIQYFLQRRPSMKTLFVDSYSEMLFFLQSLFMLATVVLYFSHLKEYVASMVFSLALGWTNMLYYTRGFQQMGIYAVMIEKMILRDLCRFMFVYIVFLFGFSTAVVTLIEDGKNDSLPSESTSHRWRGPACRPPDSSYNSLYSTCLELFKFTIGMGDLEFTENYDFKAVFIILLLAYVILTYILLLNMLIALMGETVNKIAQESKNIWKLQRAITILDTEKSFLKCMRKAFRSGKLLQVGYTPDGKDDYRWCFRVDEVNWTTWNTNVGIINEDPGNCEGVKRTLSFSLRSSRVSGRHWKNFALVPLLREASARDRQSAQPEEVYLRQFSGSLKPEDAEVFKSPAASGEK
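TRPV1-expressing cells were cultured overnight at 35.5C and loaded with Fluo-8 calcium dye for 40 to 90 min at room temperature. After a 10 s baseline, compound was added and calcium influx was read kinetically for 3 min (ex 480/em 520 nm).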
* = called active by the depositor; ? = inconclusive; · = no result given; [ ] = another dose, or the depositor's remark. Unless noted, calls come from the whole dose curve; as a rule, active = well fitted curve in the direction sought with a large enough effect; inconclusive = small, poorly fitted or top-dose-only effect, or another doubt; inactive = no such curve, though single readings can be large; an effect the other way counts as inactive or inconclusive.

1: Oc1ccc2c(c1)C1CCCC1(N1CCOCC1)O2 (stereo not drawn)
2: Cc1occc1-c1nnc(SCC(=O)N2CCOCC2)n1CCc1ccccc1
3: Cc1ccc(Sc2c(C=O)c3ccccc3n2C)cc1
4: CCOc1cccc(N(C(=O)c2ccco2)C(C(=O)NC2CCCC2)c2cccnc2)c1 (stereo not drawn)
5: O=c1[nH]c(/C=C/c2ccccc2OC(F)F)nc2c1cnn2-c1ccccc1
6: CCOC(=O)c1ccc(NC(=O)C2CC(=O)N=C(N)S2)cc1 (stereo not drawn)
7: CCOC(=O)c1ccc2[nH]c3c(c2c1)CCCC3NC=O (stereo not drawn)
8: COc1ccc(NC(=O)NNC(=O)COc2ccc3ccccc3c2)cc1

Compound | 1 | 2 | 3 | 4 | 5 | 6 | 7 | 8
KCNH2 3.1 block | -8 | -10 | -1 | -4 | -1 | 2 | 3 | ·
Integrin act MD | -15% | -15% | -21% | -16% | -33%[inhibitor] | 8% | 15% | 0%
MBNL1-CUG inh | 10% | -3% | 28% | 3% | · | 9% | -1% | 83%[activator]
AT treatment | -8% | -6% | 28% | 0% | 8% | 1%[11.5 µM] | 2% | 8%
GALK inhibitor | 3% | 0% | 0% | -2% | -2% | -1% | 3% | 5%
KCNH2 WT inh | -5 | -3 | 1 | -2 | -11 | 0 | -1 | 26
CXXC DNA block | -3% | -2% | -7% | 7% | -2% | 5% | 3% | 3%
S-ASM inh | 1% | 5% | 6% | 4% | 19% | -1% | 4% | 0%
Coupling enz | -37* | -1 | 2 | 1 | 0 | 1 | 1 | ·
TRPV1 agonist | 2 | 24 | 20 | 1 | 2 | -2 | -1 | -2

9: CCOC(=O)c1c(N)sc(C(O)(C(F)(F)F)C(F)(F)F)c1-c1ccccc1
10: CCNC(=O)CC1C(=O)N(CC)C(=S)N1NC(=O)c1cccnc1 (stereo not drawn)
11: Cc1noc(C)c1COC(=O)CCCc1c[nH]c2ccccc12
12: Cc1c(C(=O)Nc2ccccc2)sc2nc[nH]c(=O)c12
13: O=C(NCc1n[nH]c(=S)n1-c1ccc(Br)cc1)c1ccc(S(=O)(=O)N2CCCCC2)cc1
14: CCOC(=O)C1=C(C)NC(C)=C(C(=O)OCC)C1c1cccs1
15: COc1ccc(-c2csc(C(C#N)=C(O)CSc3nccn3C)n2)cc1OC
16: Cc1cc2c(cc1S(=O)(=O)C(C)CC(=O)NCc1ccco1)OCC(=O)N2 (stereo not drawn)

Compound | 9 | 10 | 11 | 12 | 13 | 14 | 15 | 16
KCNH2 3.1 block | -11 | 1 | 7 | -1 | -13 | -26 | 11 | 5
Integrin act MD | -18% | 4% | -16% | -2% | 5% | 42% | 28% | 4%
MBNL1-CUG inh | -6% | -4% | 7% | -1% | -3% | · | · | 6%
AT treatment | -3% | 1% | 3% | 1% | 6% | 5% | · | 4%
GALK inhibitor | -1% | -1% | -1% | 2% | 9% | 1% | · | -1%
KCNH2 WT inh | -11 | 5 | -16 | 2 | 0 | 24 | 3 | -3
CXXC DNA block | -4% | -1% | 0% | 11% | -1% | 2% | · | -1%
S-ASM inh | -21% | 0% | 1% | -2% | 3% | 39% | 1% | 2%
Coupling enz | -7 | 0 | 2 | -5 | 2 | 0 | · | ·
TRPV1 agonist | -2 | -7 | 4 | 1 | -3 | -5 | · | -1

17: CSCCC(NC(=O)/C(=C\c1ccco1)NC(=O)c1ccco1)C(=O)O (stereo not drawn)
18: CCOC(=O)C1CCN(S(=O)(=O)CCNC(=O)c2cccc(OC)c2)CC1
19: NC(=O)c1nsc(C(=O)N(CC(=O)NCc2ccco2)c2ccccc2F)c1N
20: O=C(NCCc1cccs1)c1ccc(Cl)cc1
21: COc1ccc(-c2ccc(OC)cc2C(=O)O)cc1
22: COc1cccc(C(=O)NCC2(c3ccccc3)CCCC2)c1
23: CCCCN(CC)S(=O)(=O)c1ccc(C(=O)Nc2nnc(-c3ccccc3Cl)o2)cc1
24: CCCOc1ccc(NC(=O)OC2CCN(C)CC2)cc1
25: COc1cc2c(cc1OC)CN(C(=O)c1ccc(S(=O)(=O)N3CCCCCC3)cc1)CC2

Compound | 17 | 18 | 19 | 20 | 21 | 22 | 23 | 24 | 25
KCNH2 3.1 block | -2 | -6 | -1 | -6 | -7 | 5 | · | -11 | -1
Integrin act MD | -17% | -3% | 10% | 9% | 0% | -22% | · | -46%[inhibitor] | -16%
MBNL1-CUG inh | 3% | · | ? | -7% | 0% | -6% | -6% | 0%[11.5 µM] | -4%
AT treatment | -2% | -16% | 8% | 3% | -5% | 5% | · | 1% | 4%
GALK inhibitor | -3% | · | 0% | -2% | 0% | 0% | 0% | · | ·
KCNH2 WT inh | 7 | 2 | 19 | 4 | 16 | 1 | · | -3 | -2
CXXC DNA block | -3% | · | 5% | 3% | -5% | -7% | -16% | 6% | -2%
S-ASM inh | 3% | 1% | 446%[activator] | 4% | 6% | 1% | · | 4% | -1%
Coupling enz | -9 | · | 0 | -3 | 1 | 0 | 18 | 1 | 3
TRPV1 agonist | -10 | -6 | -4 | ? | 0 | 10 | 9 | 0 | 19

Copied from above, compounds 15 to 23
15: COc1ccc(-c2csc(C(C#N)=C(O)CSc3nccn3C)n2)cc1OC
16: Cc1cc2c(cc1S(=O)(=O)C(C)CC(=O)NCc1ccco1)OCC(=O)N2 (stereo not drawn)
17: CSCCC(NC(=O)/C(=C\c1ccco1)NC(=O)c1ccco1)C(=O)O (stereo not drawn)
18: CCOC(=O)C1CCN(S(=O)(=O)CCNC(=O)c2cccc(OC)c2)CC1
19: NC(=O)c1nsc(C(=O)N(CC(=O)NCc2ccco2)c2ccccc2F)c1N
20: O=C(NCCc1cccs1)c1ccc(Cl)cc1
21: COc1ccc(-c2ccc(OC)cc2C(=O)O)cc1
22: COc1cccc(C(=O)NCC2(c3ccccc3)CCCC2)c1
23: CCCCN(CC)S(=O)(=O)c1ccc(C(=O)Nc2nnc(-c3ccccc3Cl)o2)cc1

Compound | 15 | 16 | 17 | 18 | 19 | 20 | 21 | 22 | 23
KCNH2 3.1 block | 11 | 5 | -2 | -6 | -1 | -6 | -7 | 5 | ·
Integrin act MD | 28% | 4% | -17% | -3% | 10% | 9% | 0% | -22% | ·
MBNL1-CUG inh | · | 6% | 3% | · | ? | -7% | 0% | -6% | -6%
AT treatment | · | 4% | -2% | -16% | 8% | 3% | -5% | 5% | ·
GALK inhibitor | · | -1% | -3% | · | 0% | -2% | 0% | 0% | 0%
KCNH2 WT inh | 3 | -3 | 7 | 2 | 19 | 4 | 16 | 1 | ·
CXXC DNA block | · | -1% | -3% | · | 5% | 3% | -5% | -7% | -16%
S-ASM inh | 1% | 2% | 3% | 1% | 446%[activator] | 4% | 6% | 1% | ·
Coupling enz | · | · | -9 | · | 0 | -3 | 1 | 0 | 18
TRPV1 agonist | · | -1 | -10 | -6 | -4 | ? | 0 | 10 | 9

Compound activity as filed in PubChem.

Random draw from the library. Share with any hit: about 2%.
